D2 ag: activates the human D2 dopamine receptor; P14416; HEK293 T-REx D2 cells, calcium flux agonist mode; activation, % at 2 µM; actives 0.53% (n = 340,000);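 active = activation over 3 SD above normal in the single-dose calcium agonist read, cut at about 30% in these data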; note: 0% is about no effect
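Calcium-flux readout, 1 cycle/sec over 180 s following compound pin transfer, in inducible HEK293 Trex D2 cells (force-coupled); dopamine controls included. Positive calcium responses during this window marked compounds as potential agonists.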
RXFP1 antag: antagonists of human relaxin receptor RXFP1 | Q9HBX9 | HEK293-RXFP1, relaxin-stimulated cAMP HTRF, 30 min; active compounds read low | activity change, negative = inhibition, % at 57.5 µM | actives 0.59% (n = 350,000) | AID 1259400;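 active = activity change of -60% or lower, but not beyond a set lower limit; inconclusive = change between -60% and -40%, or beyond the set limit; inactive = change above -40%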; note: % is set by controls: 0 for no effect and ±100 for the full control effect
Target sequence (Q9HBX9 whole entry, looked up): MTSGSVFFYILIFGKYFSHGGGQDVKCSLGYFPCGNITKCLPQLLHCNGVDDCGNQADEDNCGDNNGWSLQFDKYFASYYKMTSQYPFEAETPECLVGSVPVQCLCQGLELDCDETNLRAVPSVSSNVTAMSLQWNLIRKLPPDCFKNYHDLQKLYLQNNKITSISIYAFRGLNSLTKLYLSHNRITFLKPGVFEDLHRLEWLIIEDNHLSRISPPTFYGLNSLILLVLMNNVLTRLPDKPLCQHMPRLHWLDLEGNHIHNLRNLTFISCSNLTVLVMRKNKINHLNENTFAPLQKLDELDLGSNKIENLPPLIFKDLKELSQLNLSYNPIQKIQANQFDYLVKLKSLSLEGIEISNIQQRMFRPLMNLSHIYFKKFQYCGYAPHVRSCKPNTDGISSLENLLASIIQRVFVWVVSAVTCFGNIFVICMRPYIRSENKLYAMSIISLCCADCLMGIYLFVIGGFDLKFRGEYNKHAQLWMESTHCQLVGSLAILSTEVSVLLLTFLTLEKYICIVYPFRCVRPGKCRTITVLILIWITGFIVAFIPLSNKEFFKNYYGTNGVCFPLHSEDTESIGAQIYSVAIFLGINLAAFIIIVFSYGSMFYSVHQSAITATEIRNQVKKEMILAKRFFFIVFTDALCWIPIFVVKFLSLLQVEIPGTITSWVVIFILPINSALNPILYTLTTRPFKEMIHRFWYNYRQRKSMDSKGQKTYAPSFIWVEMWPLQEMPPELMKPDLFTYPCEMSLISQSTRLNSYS
TRHR enhancer: allosterically enhances the human TRH receptor; P34981; TRHR cells, fluo-8 calcium fluorescence, EC20 TRH enhancement; enhancement, % at 2 µM; actives 0.66% (n = 360,000); in the data active = enhancement above about 30%; note: 0% is about no effect
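Enhancer read-out: after compound pinning and an initial kinetic agonist-mode read, an EC20 of TRH (10 nM final) was injected and fluo-8 calcium signal (Ex 480/Em 530) followed at 1 s/cycle for 100 cycles in TRHR-expressing cells.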
TRHR agonist: activates the human TRH receptor; P34981; TRHR cells, calcium flux fluo-8, FDSS agonist mode; activation, % at 2 µM; actives 0.18% (n = 360,000); AID 493084; note: 0% is about no effect
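Fluo-8-loaded TRHR cells; 10 s baseline, compound added, kinetic Ca2+ fluorescence read 1/s, agonist mode.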
D1 ag: activates the human D1 dopamine receptor; P21728; actives 1% (n = 360,000); HEK293 T-REx D1 cells, calcium flux, agonist mode; activation, % at 2 µM; note: 0% is about no effect
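Agonism was scored from calcium flux recorded over 180 s (1 read/s) after pintool compound addition, following a 10-cycle baseline. Cells were inducible force-coupled HEK293 TREx D1, plated overnight at 30 C and loaded with no-wash calcium dye.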
D1 potentiator: potentiators of human D1 dopamine receptor | AID 504651 | potentiation, % at 10 µM | HEK293 TREx D1 cells, calcium flux, dopamine EC20 potentiation | actives 0.036% (n = 360,000) | P21728; in the data active = potentiation above about 30%; note: 0% is about no effect
D2 antagonist: antagonizes the human D2 dopamine receptor | P14416 | HEK293 TREx D2 cells, calcium flux, dopamine EC80 | AID 485344 | inhibition, % at 10 µM | actives 2% (n = 340,000); in the data active = inhibition above about 30%; note: 0% is about no effect
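Calcium mobilization kinetics were recorded at 1 s intervals in tetracycline-induced HEK293 T-REx D2 cells, first for 180 s after compound addition and then 180 s after EC80 dopamine.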
D1 antag: antagonists of human D1 dopamine receptor; P21728; activity change, negative = inhibition, % at 10 µM; actives 3.2% (n = 360,000); HEK293 TREx D1 cells, calcium flux, dopamine EC80; active compounds read low; in the data active = activity change below about -30%; note: % is set by controls: 0 for no effect and ±100 for the full control effect
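Cells carrying a force-coupled, tetracycline-inducible human D1 receptor report calcium flux. Each well gets a 10 s baseline, compound with 180 s monitoring, then an EC80 dopamine stimulus with a second 180 s kinetic read.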
D2 potentiator: D2 dopamine receptor (human) potentiation; P14416; HEK293 T-REx D2, calcium flux, EC20 dopamine potentiation; potentiation, % at 10 µM; actives 0.34% (n = 340,000); AID 485347;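 active = potentiation over 3 SD above the plate norm, cut at about 30% in these data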; note: 0% is about no effect
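Primary screen. Calcium kinetics in induced HEK293 T-REx D2 cells: compound pre-addition 180 s, EC20 dopamine, 180 s more.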
* = called active by the depositor; ? = inconclusive; · = not tested or not shown. Cut-off read from the data, not from the text of the source, unless noted: active = activation above about 30%; inactive = the rest. Compounds as they come. About 7.3% of those tested had a hit in this group.

SMILES	D2 ag	RXFP1 antag	TRHR enhancer	TRHR agonist	D1 ag	D1 potentiator	D2 antagonist	D1 antag	D2 potentiator
Cn1c(CC(=O)NN)c(Sc2ccccc2)c2ccccc21	0.4	4	-8	-0.3	2	-1	11	-1	-9
Cc1ccoc1C(=O)Nc1ccc(CC(=O)O)cc1	-0.8	11	5	1.2	3	1	-11	-2	3
CC(=O)COc1ccc2cc(-c3ccccc3)c(=O)oc2c1	1.5	5	-7	-0.1	9	-3	-12	-13	9
O=C1c2cccnc2C(=O)N1Cc1ccc(S(=O)(=O)NCc2ccco2)cc1	-0.8	6	4	-0.3	4	-2	-4	-18	2
Cc1cc(C)nc(Sc2nc(C)nc3c2oc2ccccc23)n1	-0.9	-5	-3	0.5	2	0	3	23	-7
CCc1ccccc1-n1ncc(C(=O)Nc2ccccc2OC)c1C	-1.1	-11	-5	0.3	4	-6	14	7	12
CSc1nc(-c2ccco2)nn1S(C)(=O)=O	-0.3	0	-8	-0.4	-1	-1	-14	5	0
O=C(Cn1cnc2c(cnn2-c2ccc(F)cc2)c1=O)N1CCCc2ccccc21	0.3	18	4	-0.6	-2	-1	15	-21	29
O=C(CSc1nnc(-c2cccs2)n1-c1ccccc1)N1CCOCC1	-0.4	-4	2	0.0	0	1	16	2	9
COc1ccc2oc(C)c(NC(C)=O)c2c1	0.0	0	0	0.3	3	-6	-6	-13	-8
C/C(CC(=O)Nc1ccccc1)=N\NC(=O)COc1ccc(C)cc1Br	0.0	-3	34*	0.2	-3	-1	-4	7	-9
S=C(NCc1ccco1)N1CCN(C/C=C/c2ccccc2)CC1	-0.2	-16	13	-0.1	6	-5	11	-20	-4
Cc1ccc(NC(=O)N2CCc3c([nH]c4ccccc34)C2c2ccccc2F)c(Cl)c1 (stereo not drawn)	0.6	?	5	0.2	5	-1	·	-6	8
Cc1ccc(-c2csc(NC(=O)/C=C/c3ccco3)c2C(=O)O)cc1	0.7	-15	2	0.1	-1	4	-11	4	-8
CCCn1c(N)c(C(=O)COc2ccc(Br)cc2F)c(=O)n(C)c1=O	-0.1	-1	3	1.5	9	2	0	-10	-4
CCOC(=O)c1ccc(NC(=S)NC(=O)c2cncc(Br)c2)cc1	-1.1	4	8	-1.3	0	3	5	-6	-1
Cc1nnc(SCCOC(N)=O)n1C	0.6	0	2	0.3	6	1	-1	-6	5
Fc1cccc(Cl)c1CSc1ccc(-c2ccco2)nn1	-1.5	-33	21	0.4	-2	-2	-11	2	-2
O=C(O)CCCC(=O)N1CCN(c2nc(-c3ccccc3)c3ccccc3n2)CC1	-0.1	·	2	0.8	2	·	30	-28	-7
Cc1cc(C(=O)Nc2nnc(C(F)(F)F)s2)cs1	1.5	-13	-6	2.5	12	0	12	-16	1
Cc1ccc(CN2CCN(/N=C/c3ccc(C(F)(F)F)cc3)CC2)c(C)c1	0.8	·	6	1.3	4	0	4	-4	1
O=C(Nc1nnc(S(=O)(=O)N2CCCC2)s1)c1ccc(F)cc1	0.5	-8	-6	0.4	5	-4	·	-1	-12
O=[N+]([O-])c1cccc(NC(=S)Nc2nc(-c3ccccc3Cl)cs2)c1	3.0	-34	0	0.7	9	-10	13	-5	-10
O=C(Nc1ccccc1N1CCCCC1)c1ccco1	0.9	-23	1	-0.3	1	6	2	18	3
NCCCn1cnc2ccccc21	0.6	-2	-5	0.3	2	-1	3	4	·

Filtered by structure, those above containing a CF3 group
SMILES	D2 ag	RXFP1 antag	TRHR enhancer	TRHR agonist	D1 ag	D1 potentiator	D2 antagonist	D1 antag	D2 potentiator
Cc1cc(C(=O)Nc2nnc(C(F)(F)F)s2)cs1	1.5	-13	-6	2.5	12	0	12	-16	1
Cc1ccc(CN2CCN(/N=C/c3ccc(C(F)(F)F)cc3)CC2)c(C)c1	0.8	·	6	1.3	4	0	4	-4	1

Whole records, looked up by structure:
Listed for `CCCn1c(N)c(C(=O)COc2ccc(Br)cc2F)c(=O)n(C)c1=O` → D2 ag: -0.1; RXFP1 antag: -1; TRHR enhancer: 3; TRHR agonist: 1.5; D1 ag: 9; D1 potentiator: 2; D2 antagonist: 0; D1 antag: -10; D2 potentiator: -4
Listed for `O=C(O)CCCC(=O)N1CCN(c2nc(-c3ccccc3)c3ccccc3n2)CC1` → D2 ag: -0.1; RXFP1 antag: ·; TRHR enhancer: 2; TRHR agonist: 0.8; D1 ag: 2; D1 potentiator: ·; D2 antagonist: 30; D1 antag: -28; D2 potentiator: -7

Some entries already given, limited to D1 ag.
smiles	D1 ag
CC(=O)COc1ccc2cc(-c3ccccc3)c(=O)oc2c1	9
COc1ccc2oc(C)c(NC(C)=O)c2c1	3
Cc1ccc(NC(=O)N2CCc3c([nH]c4ccccc34)C2c2ccccc2F)c(Cl)c1 (stereo not drawn)	5

Further structures
SMILES	D2 ag	RXFP1 antag	TRHR enhancer	TRHR agonist	D1 ag	D1 potentiator	D2 antagonist	D1 antag	D2 potentiator
COC(=O)/C(C#N)=C/c1c[nH]c2ccccc12	0.0	-5	3	-0.4	1	-4	8	6	·
Cc1ccc(CNC(=O)CNS(=O)(=O)c2ccc3nc(C)sc3c2)cc1	-1.2	8	-7	-1.2	2	1	3	7	-1
O=C(/N=C1\NC(=O)C(F)(C(F)(F)F)S1)NC1CCCCC1 (stereo not drawn)	0.8	-6	1	0.7	2	4	12	-2	12
CCCN1C(=O)/C(=c2\s/c(=C3\C=Cc4ccccc4N3CC)c(=O)n2-c2ccccc2)SC1=S	·	·	-11	0.5	2	6	·	11	13
CCN(CC)Cc1c(O)ccc2occ(C(=O)c3ccccc3)c12	-0.6	-3	-13	-0.1	3	0	-8	3	6
CCOC(=O)c1ccccc1NC(=O)c1cn(-c2ccc(OC)cc2)c(=O)c2ccccc12	0.2	4	8	0.3	4	1	-6	13	-1
O=C1c2ccccc2CN1c1ccccc1	0.8	6	18	-0.2	1	-3	-8	4	2
Cc1ccc(C)c(S(=O)(=O)N2CCCOC2CNC(=O)C(=O)NCCc2ccccc2)c1 (stereo not drawn)	-0.2	-9	-2	-0.8	2	-2	-1	-8	6
CC(C)NC(=O)c1cc2c(s1)CCCC2	-0.8	1	1	-0.1	1	-11	-23	-10	2
Cc1nn(S(=O)(=O)c2ccc(C(C)C)cc2)c(C)c1S(=O)(=O)N1CCCCC1	0.2	·	8	0.1	3	0	·	-6	-5
Cc1nc2ccccn2c1C(=O)NNC(=O)Nc1cccc(C(F)(F)F)c1	-1.5	0	12	-1.4	4	-4	-5	-13	8
FC(F)(Cl)c1nnc2ccc(Cl)nn12	-0.9	21	1	0.5	1	-1	10	·	-4
CC(OC(=O)c1cc2sccc2n1C)C(=O)NCCc1ccccc1 (stereo not drawn)	-0.2	-23	-5	-1.2	1	-8	-3	-13	-13
O=C(CSC1=Nc2ccccc2N=C(c2ccc(F)cc2)C1)Nc1ccccc1	-0.3	·	0	1.3	8	-2	·	-12	·
COc1ccc(-n2nc(C(=O)NCC(=O)NCc3cccc(F)c3)c3ccccc3c2=O)cc1Cl	3.1	15	-5	0.8	-1	0	-14	12	-26
COc1cc(/C=N/NC(=O)c2ccccn2)ccc1OC(=O)c1ccccc1Br	0.5	-97*	-13	-0.1	4	-7	1	-19	15
COc1cc(C(=O)Nc2cccc3ncccc23)cc(OC)c1OC	0.8	-3	28	1.8	10	-2	-16	8	22
Cc1ccc(C(=O)COC(=O)c2cnccn2)cc1C	·	·	13	0.0	3	-6	·	-4	·
CCOc1ccc(N(C)S(=O)(=O)c2c(C(=O)N3CCC(C)CC3)c(C)n(C)c2C)cc1	1.1	-1	-6	-0.7	6	0	·	2	-2
CC(C)(C)c1ccc(OCCSc2nc(-c3cccs3)nc3cc(=O)[nH]n23)cc1	-0.3	-24	5	-0.3	2	0	·	2	-9
CCCc1cc(=O)oc2cc(C)cc(OCC(=O)NCCN3CCOCC3)c12	-0.3	26	2	-1.0	0	0	-15	-8	4
CC1CCCC(C)N1CCCNC(=O)Cn1cc2c(n1)CCCC2 (stereo not drawn)	·	·	-3	0.2	2	·	·	2	·
O=C(Nc1ccccc1)N1CCCN(c2c(Cl)cncc2Cl)CC1	-1.0	3	-7	-1.1	4	-1	-1	-4	-4
O=C(COc1ccccc1)NCc1ccc2c(c1)CCN2C(=O)c1ccc(F)cc1	0.3	?	-8	-0.8	1	-2	·	-7	1
CC1CCC2=NN(C(=O)c3ccco3)C(O)(C(F)(F)F)C2C1 (stereo not drawn)	-1.7	-3	3	-1.1	4	-3	21	-23	7
Cc1ccc(NC(=O)CN2C(=O)NC(C)(c3ccc(Cl)cc3)C2=O)cc1 (stereo not drawn)	3.2	11	12	3.0	16	-3	-7	-12	1
C/C(=N/Nc1nc(-c2ccccc2)cc(-c2ccc(F)cc2)n1)c1cccc(N)c1	0.7	-9	8	-0.5	2	-9	13	3	5
CC(/C=C1\SC(=S)N(CCCC(=O)Nc2ccc(C(=O)O)cc2)C1=O)=C\c1ccccc1	0.2	?	4	-0.1	7	-7	4	3	15
O=C(/C=C/c1ccco1)N1CCCC(c2ccccc2)C1 (stereo not drawn)	57*	-10	-1	-0.4	0	-4	56*	-11	-13

Sorted by the number under TRHR enhancer (smallest number first): some entries from above
molecule	TRHR enhancer
O=C(COc1ccccc1)NCc1ccc2c(c1)CCN2C(=O)c1ccc(F)cc1	-8
CC(OC(=O)c1cc2sccc2n1C)C(=O)NCCc1ccccc1 (stereo not drawn)	-5
O=C1c2cccnc2C(=O)N1Cc1ccc(S(=O)(=O)NCc2ccco2)cc1	4
Cc1ccc(C(=O)COC(=O)c2cnccn2)cc1C	13

Assay outcomes (PubChem BioAssay)
